POLH inh = blocks human DNA polymerase eta activity; recombinant Pol eta, fluorescent DNA replication assay; 390,000 compounds, 1.2% hits; AID 588591; Potency, µM (highest dose often 114 µM), for inactives: at the highest dose activity change, negative = inhibition, hits mostly inhibitors
Target sequence (Q9Y253 whole entry, looked up): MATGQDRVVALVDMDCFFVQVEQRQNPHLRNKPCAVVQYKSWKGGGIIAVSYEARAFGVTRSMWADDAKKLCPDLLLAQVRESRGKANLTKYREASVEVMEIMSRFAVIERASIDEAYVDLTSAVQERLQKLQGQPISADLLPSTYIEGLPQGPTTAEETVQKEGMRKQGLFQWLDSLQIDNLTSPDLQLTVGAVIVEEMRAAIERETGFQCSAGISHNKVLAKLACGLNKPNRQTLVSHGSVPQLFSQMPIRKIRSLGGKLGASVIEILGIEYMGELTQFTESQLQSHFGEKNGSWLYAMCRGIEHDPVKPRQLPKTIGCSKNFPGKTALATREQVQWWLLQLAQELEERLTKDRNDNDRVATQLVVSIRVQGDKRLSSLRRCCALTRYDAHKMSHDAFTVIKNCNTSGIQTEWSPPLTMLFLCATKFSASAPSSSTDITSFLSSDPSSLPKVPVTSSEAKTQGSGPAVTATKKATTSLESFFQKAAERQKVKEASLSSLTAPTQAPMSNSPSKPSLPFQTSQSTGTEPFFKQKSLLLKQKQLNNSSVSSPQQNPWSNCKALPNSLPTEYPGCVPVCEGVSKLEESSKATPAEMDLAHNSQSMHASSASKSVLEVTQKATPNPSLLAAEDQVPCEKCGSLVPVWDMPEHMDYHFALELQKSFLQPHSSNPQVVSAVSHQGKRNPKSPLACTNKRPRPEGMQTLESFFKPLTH
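Pol eta at 10 nM preincubated with compounds 15 min at room temperature; reaction started with fluorescent substrate (50 nM final) and read kinetically at 0 and 10 min.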
APE1 inh = APE1 (human) endonuclease inhibition. recombinant APE1, TAMRA/BHQ-2 abasic DNA cleavage fluorescence. Potency, µM (doses to about 65.8 µM), inactives show top-dose activity change, negative = inhibition, hits mostly inhibitors. 350,000 compounds, 0.35% hits. AID 2517;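 further: plate controls were vehicle for no effect and reference inhibitor for full effect; nearly all actives have a fitted effect of over 55% in size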
Target sequence (P27695 whole entry, looked up): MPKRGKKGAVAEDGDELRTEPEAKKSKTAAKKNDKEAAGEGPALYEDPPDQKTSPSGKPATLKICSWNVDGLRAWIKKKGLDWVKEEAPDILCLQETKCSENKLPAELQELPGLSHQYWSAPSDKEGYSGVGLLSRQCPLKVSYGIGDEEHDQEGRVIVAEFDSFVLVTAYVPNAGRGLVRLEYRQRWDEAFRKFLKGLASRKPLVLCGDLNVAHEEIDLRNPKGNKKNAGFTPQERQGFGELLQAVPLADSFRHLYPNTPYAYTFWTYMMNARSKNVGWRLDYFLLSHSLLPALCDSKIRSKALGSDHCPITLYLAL
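0.75 nM APE1 + cpd, 15 min RT; start w/ 50 nM TAMRA/BHQ-2 THF-abasic dsDNA; kinetic fluor 525/598 nm ×3 reads @60 s; Δ(read3−read1); normalized to DMSO and NSC13755 control wells.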
BLM helicase inh = inhibitors of human Bloom syndrome helicase BLM. P54132. recombinant BLM DNA unwinding, fluorescence dequenching. 350,000 compounds, 0.2% hits. Potency, µM (series often up to 56.1 µM), for inactives: at the highest dose activity change, negative = inhibition, most hits filed as inhibitors;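 further: plate controls were vehicle for no effect and no enzyme for full effect; nearly all actives have a fitted effect of over 35% in size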
JMJD2A Tudor = blocks the human JMJD2A Tudor domain; AlphaScreen JMJD2A-Tudor / H3K4me3 peptide binding; Potency, µM (doses to about 114 µM), for the others: at the highest dose activity change, negative = inhibition, most hits filed as inhibitors; 390,000 compounds, 4.4% hits; AID 504339; further: nearly all actives have a fitted effect of over 50% in size
* marks the source's active call; other numbers are inactive results; & = joins results of further samples; [ ] = another dose, or the depositor's remark. The call rests on the fitted dose curve; in most records, active means well fitted curve in the direction sought with a large enough effect; inconclusive means small, poorly fitted or top-dose-only effect, or another doubt; inactive means no such curve, though single readings can be large; an effect the other way counts as inactive or inconclusive. Unless noted, on the % scale 0 is the no-effect control and ±100 the full control effect; potency means the concentration at half of the fitted maximal effect. A portion of the library; count on the stated rates, not on these rows.

CC(C)(OO)c1ccccc1 was read as APE1 inh 6%.
For c1ccc(-c2ccccc2)cc1 the results were APE1 inh 13%.
Screening Clc1ccc(Cl)c(Cl)c1 returned APE1 inh -1%.
For CCC12CCN(CC3CC3)CC1Oc1c(C)cccc12 (configuration not stated) the results were APE1 inh 8%.
`Cc1cc(C)cc(OP(=O)(Oc2cc(C)cc(C)c2)Oc2cc(C)cc(C)c2)c1` gave APE1 inh 1%.
O=C(Cl)/C=C/C(=O)Cl was read as APE1 inh 3%.
`O=C(O)C(Cl)(Cl)Br` gave APE1 inh 0%.
Screening ClP(Cl)(Cl)(Cl)Cl returned APE1 inh 2%.
Screening C=CCOCC1CO1 (configuration not stated) returned APE1 inh 0%.
CCCCCCCC(=O)Cl was read as APE1 inh -4%.
Clc1ccc2ccccc2c1 was read as APE1 inh 4%.
COc1ccc2c3c1O[C@H]1[C@@H](O)C=C[C@H]4[C@@H](C2)NCC[C@@]341 was read as APE1 inh -3%.
Screening C[N+]1([O-])[C@@H]2CC[C@H]1CC(OC(=O)C(CO)c1ccccc1)C2 (some centres not stated) returned APE1 inh 5%[21 µM].
Screening CC(=O)O[C@H]1C[C@H](O[C@H]2[C@@H](O)C[C@H](O[C@H]3[C@@H](O)C[C@H](O[C@H]4CC[C@@]5(C)[C@H](CC[C@@H]6[C@@H]5C[C@@H](O)[C@]5(C)[C@@H](C7=CC(=O)OC7)CC[C@]65O)C4)O[C@@H]3C)O[C@@H]2C)O[C@H](C)[C@H]1O[C@@H]1O[C@H](CO)[C@@H](O)[C@H](O)[C@H]1O returned APE1 inh 3%.
For CCOP(=S)(OCC)SCSC(C)(C)C the results were APE1 inh 0%.
Screening CCCC[N+](=O)[O-] returned APE1 inh -3%.
For CC(C)[N+](=O)[O-] the results were APE1 inh -9%.
Screening CC(=O)NNc1ccccc1 returned APE1 inh -4%.
Screening FC(Cl)(Cl)Cl returned APE1 inh 13%.
For BrC(Br)Br the results were APE1 inh -7%.

4 entries picked at random from those above, as already listed:
`Cc1cc(C)cc(OP(=O)(Oc2cc(C)cc(C)c2)Oc2cc(C)cc(C)c2)c1` gave APE1 inh 1%.
For c1ccc(-c2ccccc2)cc1 the results were APE1 inh 13%.
Screening Clc1ccc(Cl)c(Cl)c1 returned APE1 inh -1%.
For BrC(Br)Br the results were APE1 inh -7%.

Arranged by count of non-hydrogen atoms (lowest first): 15 of the compounds above
For BrC(Br)Br the results were APE1 inh -7%.
Screening FC(Cl)(Cl)Cl returned APE1 inh 13%.
For CC(C)[N+](=O)[O-] the results were APE1 inh -9%.
Screening CCCC[N+](=O)[O-] returned APE1 inh -3%.
Screening C=CCOCC1CO1 (configuration not stated) returned APE1 inh 0%.
Screening Clc1ccc(Cl)c(Cl)c1 returned APE1 inh -1%.
CCCCCCCC(=O)Cl was read as APE1 inh -4%.
Clc1ccc2ccccc2c1 was read as APE1 inh 4%.
For c1ccc(-c2ccccc2)cc1 the results were APE1 inh 13%.
For CCOP(=S)(OCC)SCSC(C)(C)C the results were APE1 inh 0%.
For CCC12CCN(CC3CC3)CC1Oc1c(C)cccc12 (configuration not stated) the results were APE1 inh 8%.
COc1ccc2c3c1O[C@H]1[C@@H](O)C=C[C@H]4[C@@H](C2)NCC[C@@]341 was read as APE1 inh -3%.
Screening C[N+]1([O-])[C@@H]2CC[C@H]1CC(OC(=O)C(CO)c1ccccc1)C2 (some centres not stated) returned APE1 inh 5%[21 µM].
`Cc1cc(C)cc(OP(=O)(Oc2cc(C)cc(C)c2)Oc2cc(C)cc(C)c2)c1` gave APE1 inh 1%.
Screening CC(=O)O[C@H]1C[C@H](O[C@H]2[C@@H](O)C[C@H](O[C@H]3[C@@H](O)C[C@H](O[C@H]4CC[C@@]5(C)[C@H](CC[C@@H]6[C@@H]5C[C@@H](O)[C@]5(C)[C@@H](C7=CC(=O)OC7)CC[C@]65O)C4)O[C@@H]3C)O[C@@H]2C)O[C@H](C)[C@H]1O[C@@H]1O[C@H](CO)[C@@H](O)[C@H](O)[C@H]1O returned APE1 inh 3%.

New compounds follow:
`CCCCNC(=O)n1c(NC(=O)OC)nc2ccccc21` gave APE1 inh 2%.
For Cc1cccc(C)c1N the results were APE1 inh 2%.
For O=S(=O)(O)F the results were APE1 inh 4%.
`[N-]=[N+]=[N-]` gave APE1 inh 27%.
Screening Clc1cc(Cl)c(Cl)c(Cl)c1 returned APE1 inh 7%.
For CN(C)C(=O)Nc1ccc(Cl)cc1 the results were APE1 inh 1%.
O=NN(CCO)CCO was read as APE1 inh 13%.
Nc1nc(/C(=C/CC(=O)O)C(=O)N[C@@H]2C(=O)N3C(C(=O)O)=CCS[C@H]23)cs1 was read as APE1 inh inconclusive.
For CC(=O)[O-].CC(=O)[O-].CC(=O)[O-].[Cr+3] the results were APE1 inh 0%.
N#CCCCl was read as APE1 inh 0%&-1%.
`CCCCC(CC)COC(=O)c1ccc(C(=O)OCC(CC)CCCC)c(C(=O)OCC(CC)CCCC)c1` (configuration not stated) gave APE1 inh 5%.
COC(=O)[C@@H]1[C@H]2CC[C@@H](C[C@H]1OC(=O)c1ccccc1)N2C was read as APE1 inh -3%.
For ClCC(Cl)CCl the results were APE1 inh 5%.
C=C(C)C#N was read as APE1 inh -3%.
For CCC12CCN(C)CC1Oc1c(C)cccc12 (configuration not stated) the results were APE1 inh 12%.
Screening C=CC(=O)OCC(C)C returned APE1 inh 15%.
`CC[N+](=O)[O-]` gave APE1 inh 1%.
For CCOP(=S)(OCC)Oc1ccc([N+](=O)[O-])cc1 the results were APE1 inh -3%&11%.
Oc1ccc(Cl)cc1Cl was read as APE1 inh 3%.
Screening NNC(N)=S returned APE1 inh -2%.
`Oc1c(Cl)c(Cl)cc(Cl)c1Cl` gave APE1 inh 3%.
Screening C=CCO returned APE1 inh 20%.
For C=CC(=O)OC the results were APE1 inh 0%.
C=CC1CC=CCC1 (configuration not stated) was read as APE1 inh -2%.
`ClC(Cl)Br` gave APE1 inh 3%.
Screening C=CC(=O)OCC(CC)CCCC (configuration not stated) returned APE1 inh 1%.
For ClC(Cl)C(Cl)Cl the results were APE1 inh 0%.
Screening C=C[C@H]1CN2CC[C@H]1C[C@H]2[C@H](OC(=O)OCC)c1ccnc2ccc(OC)cc12 returned APE1 inh -2%.
CCC12CCN(CCc3ccc([N+](=O)[O-])cc3)CC1Oc1c(O)cccc12 (configuration not stated) was read as APE1 inh -1%.
Clc1ccc(C(c2ccc(Cl)cc2)C(Cl)Cl)cc1 was read as APE1 inh 2%.
Screening O=c1ccc(=O)[nH][nH]1 returned APE1 inh 3%.
Screening OCCBr returned APE1 inh 2%.
For CC[C@H]1[C@@H]2C[C@H]3[C@@H]4N(C)c5ccccc5[C@]45C[C@@H](C2[C@H]5O)N3[C@@H]1O (some centres not stated) the results were APE1 inh 1%[21 µM].
Screening Oc1c(Cl)cccc1Cl returned APE1 inh 4%.
`CCOC(=O)C1=C[C@@H](OC(CC)CC)[C@H](NC(C)=O)[C@@H](N)C1` gave APE1 inh 10%.
Screening COc1ccc(N)cc1 returned APE1 inh -4%&-1%.
`NC(=S)Nc1ccccc1` gave APE1 inh 1%&2%.
`N#CC(Cl)(Cl)Cl` gave APE1 inh 0%.
For COC1=CC(=O)OC(CCc2ccccc2)C1 (configuration not stated) the results were APE1 inh -7%.
Screening COc1ccc(C=O)cc1OC returned APE1 inh -2%.
`c1c[nH]cn1` gave APE1 inh 14%.
For CCOCCOC(C)=O the results were APE1 inh 0%.
`O=Cc1ccc2c(c1)OCO2` gave APE1 inh 1%.
`CCCCCOC(=O)c1ccccc1C(=O)OCCCCC` gave APE1 inh 3%.
Screening C=CCN1CC[C@]23CCCC[C@H]2[C@H]1Cc1ccc(O)cc13 returned APE1 inh -6%.
`CSSC` gave APE1 inh -4%.
For O=C(O)C(Br)Br the results were APE1 inh 12%.
Nc1ccc(Cl)cc1 was read as APE1 inh -3%.
`C/C=C/C=O` gave APE1 inh 2%.
Screening CCC12CCN(CCc3ccccc3)CC1Oc1c(O)cccc12 (configuration not stated) returned APE1 inh 15%.
For Cn1c2c(c3ccccc31)CCNCC2 the results were APE1 inh -7% and BLM helicase inh 5%.
Screening CN1CCC2=C[C@@H](O)[C@@H]3OC(=O)c4cc5c(cc4C3C21)OCO5 (some centres not stated) returned APE1 inh -1% and BLM helicase inh 2%.
CN1C2CCC1CC(OC(=O)C1CCC(C(=O)OC3CC4CCC(C3)N4C)(c3ccccc3)c3ccccc31)C2 (configuration not stated) was read as APE1 inh 4% and BLM helicase inh 0%.
For COc1ccc(/C=C/C(=O)N2CC3C[C@@H](C2)Cn2c3cccc2=O)cc1OC the results were APE1 inh 1% and BLM helicase inh 0%.
Screening CCCCCCCCCCCCC/C=C/[C@@H](O)[C@@H](N)COP(=O)([O-])OCC[N+](C)(C)C returned APE1 inh -5% and BLM helicase inh 8%.
For CCCc1cc2c(n1Cc1cccc(Cl)c1)C(C)C1CN(C(=O)c3ccccc3)C(C)(C(=O)OC)C21 (configuration not stated) the results were APE1 inh 3% and BLM helicase inh -12%.
For c1ccc(-c2cc3c(nc2-c2ccccc2)CCNC3)cc1 the results were APE1 inh 19%[12.4 µM] and BLM helicase inh 0%[12.4 µM].
Screening O=C(O)[C@@H]1CSC(c2cccnc2)N1 (some centres not stated) returned APE1 inh 2% and BLM helicase inh 1%.
Screening CCCN1[C@@H]2C[C@@H](O)CC[C@@H]2C[C@H]1C(=O)OC returned APE1 inh 15% and BLM helicase inh -3%.
For COC(=O)C1(C)C=C2C(=C(C)C(=O)C2C)CN1 (configuration not stated) the results were APE1 inh inconclusive and BLM helicase inh -4%.
`COC(=O)[C@@]1(Cc2ccccc2)[C@H]2c3cc(C(=O)N(C)C)n(C)c3C[C@H]2CN1C(=O)c1ccccc1` gave APE1 inh -4% and BLM helicase inh -2%.
Screening CC/C=C\C/C=C\C/C=C\C/C=C\C/C=C\CCCC(=O)NC(C)C(=O)O (configuration not stated) returned APE1 inh 0% and BLM helicase inh 2%.
COC(=O)[C@H]1[C@H](c2ccccc2)C(=O)[C@@]2(O)c3ccccc3O[C@@]12c1ccccc1 was read as APE1 inh -2%[12.4 µM] and BLM helicase inh 1%[12.4 µM].
For CC1=CC[C@@H]2[C@@H](C1)c1c(O)cc(CC#CCCCNS(C)(=O)=O)cc1OC2(C)C the results were APE1 inh -11% and BLM helicase inh -23%.
COC(=O)C1C(c2ccccc2)C2C(=O)c3c(OC)cc(OC)cc3O[C@@]12c1ccc(OC)cc1 (some centres not stated) was read as APE1 inh inconclusive and BLM helicase inh -4%[12.4 µM].
CCCCC[C@@H](/C=C/C=C\CCCCCCCCCC(=O)O)OO was read as APE1 inh 11% and BLM helicase inh 3%.
`CCCCC/C=C\C/C=C\C/C=C\CCCCC(=O)NCCc1ccc(O)c(O)c1` gave APE1 inh -1% and BLM helicase inh -2%.
For Cn1cc(P(=S)(c2ccccc2)c2ccccc2)c2ccccc21 the results were JMJD2A Tudor -12%.
`C[n+]1cc(P(=S)(c2ccccc2)c2ccccc2)n2ccccc21` gave JMJD2A Tudor 11%.
`COc1ccc(OC(=O)N(C)C[C@H]2OCc3cnnn3CCCC(=O)N([C@H](C)CO)C[C@H]2C)cc1` gave POLH inh -9%.
`CCOC(=O)c1cccc(C2=C(CNC(C)=O)[C@H]3CC[C@@H](C2)N3Cc2ccccc2)c1` gave POLH inh -2%.
For Clc1ccccc1CNCCc1c[nH]c2ccccc12 the results were POLH inh -23%.
C[C@H](CO)N1C[C@H](C)[C@@H](CN(C)C(=O)Oc2cccc3ccccc23)OCc2cn(nn2)CCCC1=O was read as POLH inh -1%.
For C[C@@H]1CN([C@@H](C)CO)C(=O)CCCn2nncc2CO[C@H]1CN(C)C(=O)Oc1ccccc1 the results were POLH inh 2%.
Screening Cc1ncc(C(=O)O)n1C(C)c1ccccc1 (configuration not stated) returned POLH inh -4%.
For O=C(OCc1ccccc1)N1CCC2CC1c1cc(N3Cc4ccccc4-n4nncc4C3)ccc12 (configuration not stated) the results were POLH inh -6%.
C[C@]12CCC3C(CC[C@H]4C[C@@H](O)CC[C@]34C)C1=CC[C@@H]2O (some centres not stated) was read as POLH inh 1%.
`COC(=O)C1=C(c2ccc(OCc3ccccc3)cc2)C[C@@H]2CC[C@H]1N2C(=O)NCc1ccc(Cl)cc1` gave POLH inh -23%.
Screening c1coc(CN2Cc3ccccc3-n3nncc3C2)c1 returned POLH inh -9%.
Screening Fc1ccc(NC(=S)N2Cc3ccccc3-n3nncc3C2)cc1 returned POLH inh -16%.
CCCC1(CC(C)CC)C(=O)NC(=O)NC1=O (configuration not stated) was read as POLH inh -21%.
`C[C@@H]1CN([C@@H](C)CO)C(=O)CCCn2nncc2CO[C@@H]1CN(C)C(=O)Oc1ccccc1` gave POLH inh -3%.
